# Bioassay records as filed in PubChem.
# BRCA1 expr act = BRCA1 expression activation; MCF7-BRCA1-FFLuc reporter, luminescence, 48 h; response scale: scaled: vehicle 0%, 10 µM genistein 100%; Potency, µM (doses to about 46.1 µM), inactives show at the highest dose activation, actives largely listed as activators; hit rate 1.1% among 380,000; AID 624202; note: nearly all actives have a fitted effect of over 80% in size; some results filed as inactive show a strong effect at the top dose
#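 MCF7-BRCA1-FFLuc, 2000 cells/well; 2 h attach, 37 °C/5% CO2; compound 48 h; luciferase substrate 15 min; luminescence end-point. Norm. to genistein 10 microM max activation and DMSO; concentration-response curves fitted.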
# uPA generation = cell surface uPA generation inhibition; Potency, µM (top dose mostly 38.3 µM), for the others: top-dose activity change, negative = inhibition, usual class: inhibitors; hit rate 0.31% among 330,000; AID 540303; cell surface uPA generation assay, qHTS; active = well fitted inhibition curve with a large enough effect; inconclusive = small, poorly fitted or top-dose-only effect; inactive = no such curve, though single readings can be large or run the other way; tested in mouse RAW 264.7 cells; note: % is set by controls: 0 for no effect and ±100 for the full control effect; nearly all actives have a fitted effect of over 55% in size
# RORg inh = inhibitors of mouse ROR gamma transcriptional activity. Drosophila S2 Gal4-RORgamma UAS-luciferase reporter, 20 h. AID 2551. Potency, µM (doses to about 53.6 µM), for the others: top-dose activity change, negative = inhibition, most hits filed as inhibitors. hit rate 5.4% among 310,000; note: % is set by controls: 0 for no effect and ±100 for the full control effect; nearly all actives have a fitted effect of over 60% in size
# Target sequence (P51450 whole entry, looked up, the tested form may be a part): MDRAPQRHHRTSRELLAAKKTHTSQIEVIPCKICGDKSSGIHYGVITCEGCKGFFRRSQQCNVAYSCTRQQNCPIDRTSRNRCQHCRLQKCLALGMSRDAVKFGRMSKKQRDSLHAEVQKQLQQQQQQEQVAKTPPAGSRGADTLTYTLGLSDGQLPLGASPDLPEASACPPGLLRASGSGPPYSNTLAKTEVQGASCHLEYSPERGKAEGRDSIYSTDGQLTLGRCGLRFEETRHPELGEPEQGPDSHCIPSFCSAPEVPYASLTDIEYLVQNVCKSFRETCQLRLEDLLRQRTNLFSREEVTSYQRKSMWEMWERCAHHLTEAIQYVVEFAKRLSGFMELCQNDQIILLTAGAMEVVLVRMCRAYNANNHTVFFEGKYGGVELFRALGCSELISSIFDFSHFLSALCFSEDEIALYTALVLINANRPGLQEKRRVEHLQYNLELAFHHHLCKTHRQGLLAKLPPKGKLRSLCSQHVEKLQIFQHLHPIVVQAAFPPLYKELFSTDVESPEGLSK
#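 Luminescence from a UAS-regulated Photinus luciferase reporter in stably transfected Drosophila Schneider cells is measured; decreased signal marks ROR gamma inhibition. Fusion expression is induced by 700 uM copper sulfate for 20 hr.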
# FLuc counter = firefly luciferase modulation, counter-screen for miR-21 project. Potency, µM (highest dose often 57.5 µM), without a hit: at the highest dose activity change, negative = inhibition, hits mostly inhibitors. AID 588342. purified FLuc, Km substrates, luminescence inhibition. hit rate 6.9% among 360,000;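 note: plate controls were vehicle for no effect and reference inhibitor for full effect; nearly all actives have a fitted effect of over 55% in size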
# Target sequence (P08659 whole entry, looked up): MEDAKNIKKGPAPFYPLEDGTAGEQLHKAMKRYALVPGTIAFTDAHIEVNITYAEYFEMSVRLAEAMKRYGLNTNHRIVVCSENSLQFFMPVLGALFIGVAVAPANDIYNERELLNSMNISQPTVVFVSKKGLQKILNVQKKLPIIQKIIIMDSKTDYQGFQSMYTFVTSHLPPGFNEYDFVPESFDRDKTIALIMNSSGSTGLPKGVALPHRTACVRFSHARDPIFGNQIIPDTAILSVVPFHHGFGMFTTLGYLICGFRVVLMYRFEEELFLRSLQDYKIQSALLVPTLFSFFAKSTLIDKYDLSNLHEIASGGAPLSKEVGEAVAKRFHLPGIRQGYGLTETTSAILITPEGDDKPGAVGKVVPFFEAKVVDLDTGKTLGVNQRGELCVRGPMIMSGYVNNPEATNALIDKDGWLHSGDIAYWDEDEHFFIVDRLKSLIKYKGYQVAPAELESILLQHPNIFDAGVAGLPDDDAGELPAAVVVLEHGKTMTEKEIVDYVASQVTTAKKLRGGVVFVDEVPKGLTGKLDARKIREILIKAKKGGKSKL
#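 Biochemical qHTS of compounds, final roughly 60 µM downward over six points, against 10 nM purified firefly luciferase using Km concentrations of substrates (10 uM D-luciferin, 10 uM ATP) in Tris acetate pH 7.5 buffer; luminescence output.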
# NPC1 prom act = activates the NPC1 promoter. Huh7 NPC1 promoter luciferase reporter, 24 h. Potency, µM (top dose mostly 9.22 µM), for inactives: at the top dose activation, usual class: activators. hit rate 2.4% among 320,000. AID 485313;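 note: % of control where 0% means no effect; nearly all actives have a fitted effect of over 60% in size; reporter is driven by a mutant NPC1 promoter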
#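 NPC1 promoter–luciferase Huh7 cells; 24 h compound; luminescence.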
# ELG1 genotox = genotoxicity induction in ELG1-luciferase HEK293T cells. hit rate 1.3% among 330,000. HEK293T ELG1-luciferase reporter, luminescence, 16 h. Potency, µM (highest dose often 46 µM), inactives show top-dose activity change, positive = activation, usual class: activators; note: % of control where 0% means no effect; nearly all actives have a fitted effect of over 60% in size
#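 ELG1-luciferase HEK293T cells, 2,000/well; compound pinned in; 16 hr, 37 °C, 5% CO2; ONE-Glo, 30 min RT; luminescence on CCD imager.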
# MBNL1 CUG block = MBNL1-poly(CUG) RNA binding inhibition. AID 2675. Potency, µM (titrated, usually from 57.5 µM), for the others: top-dose activity change, negative = inhibition, most hits filed as inhibitors. Q9NR56. hit rate 0.036% among 280,000. TR-FRET MBNL1-His/biotin-(CUG)12 binding, 665/545 ratio; active = well fitted inhibition curve with a large enough effect in the signal ratio, with a control signal flat, not every such curve was filed as active; inconclusive = small, poorly fitted or top-dose-only effect, or effect the other way, or a change in a side signal; inactive = no such curve, though single readings can be large or run the other way; the % refers to the signal ratio; note: % is set by controls: 0 for no effect and ±100 for the full control effect
#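 TR-FRET between His-tagged MBNL1 and biotin-(CUG)12 RNA, detected with Tb anti-His antibody (0.055 ng/ul) and streptavidin-XL665 (5 nM), 60 min at room temperature. Compounds titrated 92 nM to 58 uM; 665/545 nm ratio normalized to buffer and complex controls.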
# p53 reactivator = mutant p53 re-activation in reporter cells. Potency, µM (doses to about 92.2 µM), for inactives: at the top dose activity change, positive = activation, hits mostly activators. hit rate 0.063% among 320,000. H1299 p53-A138V BP100-luciferase reporter, luminescence, 24 h; note: % of control where 0% means no effect; nearly all actives have a fitted effect of over 45% in size
#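 H1299 (p53-null), stable ts p53-A138V + BP100-Luc; 1000 cells/well, Opti-MEM/10% FBS; cpd 4 pt, 1:5; 24 h, 37 deg C, 5% CO2; detection reagent 10 min RT; luminescence.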
# Gal4-VP16 FLuc = Gal4-VP16 reporter inhibition counter-screen; Drosophila S2 Gal4-VP16 UAS-luciferase, luminescence, 20 h; Potency, µM (titrated, usually from 53.6 µM), for inactives: at the highest dose activity, negative = inhibition, usual class: inhibitors; hit rate 3.5% among 310,000;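 note: Gal4-VP16 expression switched on by copper sulfate through the metallothionein promoter; % is set by controls: 0 for no effect and ±100 for the full control effect; nearly all actives have a fitted effect of over 50% in size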
# Rab9 promoter act = activators of Rab9 promoter | Potency, µM (top dose mostly 9.22 µM), for inactives: at the highest dose activation, negative = inhibition, actives largely listed as activators | Huh7 Rab9 promoter-luciferase reporter, luminescence, 24 h | hit rate 2.8% among 320,000 | AID 485297; note: % of control where 0% means no effect; nearly all actives have a fitted effect of over 60% in size
#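 Quantitative HTS format; Huh7 Rab9-luciferase reporter cells (1500/well) receive compound 2 h post-plating, incubate 24 h at 37 °C, then get luciferase reagent for 10 min before luminescence reading.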
# * = called active by the depositor; ? = inconclusive; nt = no result given; & = joins results of further samples; [ ] = dose if it differs, or a comment. Unless noted, calls come from the whole dose curve; as a rule, active = well fitted curve in the direction sought with a large enough effect; inconclusive = small, poorly fitted or top-dose-only effect, or another doubt; inactive = no such curve, though single readings can be large; an effect the other way counts as inactive or inconclusive. Potency is the fitted concentration of half-maximal effect.
# Value order – BRCA1 expr act	uPA generation	RORg inh	FLuc counter	NPC1 prom act	ELG1 genotox	MBNL1 CUG block	p53 reactivator	Gal4-VP16 FLuc	Rab9 promoter act
COc1ccccc1C(=O)Nc1ccc(C(=O)Nc2ccccc2C(=O)O)cc1
 : 3%	7%	-9%	0%	2%	-8%	-2%	-7%	-2%	4%
Cc1c(CCC(C)C)c(=O)n2c([nH]c3ccccc32)c1C#N
 : -23%	-7%	8%	1%	1%	-8%	-2%	-4%	0%	?
COc1ccc2oc(C)c(C(=O)Cn3ccnc3)c2c1
 : 9%	-5%	-19%	0%	-4%	-9%	-5%	-24%	-10%	-2%
COc1ccccc1N1CCN(C(=O)c2ccoc2C)CC1
 : -9%	4%	11%	0%	1%	-2%	4%	6%	-5%	-3%
C[C@H](CO)N1C[C@H](C)[C@@H](CN(C)C(=O)Nc2ccc(C(F)(F)F)cc2)Oc2ccc(NC(=O)NC3CCCCC3)cc2C1=O
 : -17%	-1%	nt	nt	nt	0%	nt	18%	nt	nt
O=C(NCc1ccccn1)c1cc(-n2cnnc2)ccc1Cl
 : 1%	0%	-5%	13%	1%	-4%	-5%	15%	-2%	-3%
COc1ccc(C2NC(=O)NC(C)=C2[N+](=O)[O-])cc1 (stereo unspecified)
 : -14%	-16%	11%	-2%	-1%	-3%	?	6%	15%	-1%
CCOC(=O)COn1c(-c2cccc(Cl)c2)nc2ccc([N+](=O)[O-])cc21
 : 7.1µM*	-3%	27%	?	?	3%	11%	?	0%	?
CCOC(=O)Cn1cnc2sc(C(=O)OC)c(C)c2c1=O
 : 1%	5%	3%	?	0%	0%	2%	3%	0%	-3%
CC(=O)c1ccc(-c2ccccc2OC(F)(F)F)o1
 : -4%	?	16%	-3%	4%	-1%	nt	1%	-11%	13%
O=C(NCc1cccnc1)c1ccc(-c2ccccc2[N+](=O)[O-])o1
 : -17%	-3%	2%	-14%	9%	3%	?	24%	15%	11%
CC(NC(=O)c1cccnc1Sc1ccccc1)c1ccc(S(N)(=O)=O)cc1 (stereo unspecified)
 : -7%	2%	-17%	0%	2%	-7%	-6%	11%	4%	0%
CSc1cccc(NC(=O)/C=C/c2ccccc2)c1
 : ?	nt	?	4.8µM*	3.2µM*	13%	5%	15%	1%	2.2µM*
CCOc1ccccc1OCC(=O)Nc1nnc(C)s1
 : 10%	15%	-13%	1%	0%	1%	?	0%	3%	-2%
O=C(/C=C/c1cccs1)N1CCN(Cc2ccc3c(c2)OCO3)CC1
 : 13%	1%	40%	0%	5%	1%	?	11%	2%	7%
O=S(=O)(c1ccc(Cl)cc1)N1CCN=C1SCc1ccc(Cl)c(Cl)c1
 : 0%	4%	?	4%	1%	-1%	?	-4%	-11%	-3%
COC(=O)/C(C#N)=C/c1c(N2CCN(c3ccccc3)CC2)nc2ccccn2c1=O
 : 9%	-5%	2%	-2%	-1%	0%	?	6%	6%	16%
O=C(COC(=O)c1ccc2ccccc2c1)Nc1ncc(C(F)(F)F)cc1Cl
 : 3%	6%	-20%	0%	1%	-4%	1%	-1%	-1%	-1%
O=C(CCCN1CCOCC1)c1ccc2c(c1)OCCO2
 : ?	-1%	?	13µM*	?	?	-3%	13%	?	2µM*
CCOC(=O)C1CCN(C(=O)c2ccccc2NS(=O)(=O)c2ccc(F)c(F)c2)CC1
 : 7%	-12%	1%	2%	-2%	1%	-13%	4%	-1%	-11%
CCC(C)(C)NC(=O)c1cc(S(=O)(=O)N2CCCCC2)ccc1N1CCOCC1
 : -13%	-1%	16%	-3%	-1%	-8%	-2%	-2%	3%	-5%
CCC(C(=O)OCC(=O)Nc1cc(Cl)cc(Cl)c1)c1ccccc1 (stereo unspecified)
 : -51%	-1%	?	-2%	-4%	1%	-1%	-7%	?	0%
Cc1cccc(CN2CCC(C(=O)Nc3ccc(Oc4cccnc4)cc3)CC2)c1
 : -21%	-19%	-1%	3%	3%	-17%	-5%	?	-9%	-5%
c1ccc(C[C@H]2CNCCN2CC2(c3ccccc3)CC2)cc1
 : -13%	0%	nt	-3%	-4%	0%	nt	-7%	nt	0%
NC(=O)CC(NC(=O)c1ccccc1)c1ccc(NCc2ccccn2)c([N+](=O)[O-])c1 (stereo unspecified)
 : 8%	3%	-24%	-1%	-1%	-1%	?	5%	4%	-1%
Cc1ccc(S(=O)(=O)N2CCN(C(=O)COC(=O)c3cccc(Cl)c3)CC2)c(C)c1
 : -3%	4%	nt	-1%	0%	-2%	nt	-2%	nt	-3%
CC1CN(/C=C/C(=O)C(F)(F)F)CC(C)O1 (stereo unspecified)
 : -14%	5%	-4%	-4%	0%	-2%	-1%	4%	-4%	9%
Cc1cccc(OCCCC(=O)Nc2nccs2)c1
 : -39%	4%	-12%	-2%	-1%	-6%	-7%	5%	-3%	-11%
O=C(Nc1ccc(Cl)cc1Cl)c1cccc(N2C(=O)C=CC2=O)c1
 : -27%	-8%	4%	0%	-2%	-1%	-2%	-4%	-4%	-1%
Oc1cccc(-c2nc3c4c(ncn3n2)-c2ccccc2CC42CCCC2)c1
 : -91%[inhibitor]	5%	?	2%	-4%	-13%	7%	-23%	25µM*	2%
COc1ccc(OCC(=O)Nc2cccc(-c3nc4ccccc4[nH]3)c2)cc1
 : 88%	nt	7%	9.5µM*	?	-2%	-2%	?	4%	30%
C#CC[N+](C)(C)C(C#Cc1ccccc1)CC=C (stereo unspecified)
 : -10%	-1%	-13%	5%	-4%	1%	-5%	-7%	-2%	-5%
COc1cccc2cc(C(=O)NCc3ccccn3)c(=O)oc12
 : 80%	0%	-51%	11µM*	?	?	?	?	-18%	?
CCn1cc(C(=O)NC2CCc3ccccc32)c(=O)c2ccc(C)nc21 (stereo unspecified)
 : nt	nt	15%	-2%	1%	10%	-1%	1%	3%[0.365 µM]	-4%
O=C(OCC(=O)N1CCc2ccccc21)C1=COCCO1
 : 88%	2%	?	?	13%	16%	?	?	-16%	22%
CC(=O)N1CCN(Cc2nc3cc(NC(=O)C4CCCCC4)ccc3n2C)CC1
 : 5%	nt	-5%	-4%	nt	nt	7%	nt	16%	nt
Cc1ccc(-n2c(-c3ccco3)n[nH]c2=S)cc1
 : -24%	5%	11µM*	-12%	0%	2%	18%	5%	?	-9%
CCCCNc1c(-c2cccc(SC(C)CC)c2)nc2ccc(Cl)cn12 (stereo unspecified)
 : -18%&-4%	5%	nt	nt	nt	-2%	nt	8%	nt	nt
NC1=NC[C@H](CC2CCCCC2)N1CCc1cc(C(F)(F)F)cc(C(F)(F)F)c1
 : -59%	0%	1%	-1%	-4%	-4%	3%	-12%	0%	-11%
CCc1nnc(NC(=O)CCC(=O)Nc2ccccc2)s1
 : -2%	6%	-15%	-2%	-3%	14%	-6%	16%	-1%	-4%
CCN(CC)c1ccc(NC(=O)COC(=O)C23CCC(=O)N2c2ccccc2S3)cc1 (stereo unspecified)
 : -9%	6%	25%	-11%	7%	1%	-1%	-1%	-4%	6%
CC1CCN(C(=O)Cn2nnc(-c3ccc([N+](=O)[O-])cc3)n2)CC1
 : 10%	-7%	?	-1%	-3%	0%	?	8%	-13%	6%
Cc1cc(=O)[nH]c2c1c(C)nn2C1CCCCC1
 : -3%	-4%	-14%	1%	-3%	5%	-3%	2%	2%	-3%
CCCCN(C1CCS(=O)(=O)C1)S(=O)(=O)c1cc(C)ccc1C (stereo unspecified)
 : -9%	-1%	nt	1%	-2%	0%	nt	-1%	nt	0%
CC(C)[C@H]1COCCS(=O)(=O)N1Cc1ccccc1-c1ccccc1
 : -16%	3%	nt	nt	nt	-1%	nt	6%	nt	nt
CCCNC(=O)c1cccc(C(F)(F)F)c1
 : 1%	nt	-1%	6%	0%	3%	-10%	19%	-3%	-7%
CC(=O)Nc1ccc(C(=O)OCC(=O)Nc2ccc(S(=O)(=O)N3CCOCC3)cc2)cc1
 : -13%	-1%	nt	nt	nt	1%	nt	-11%	nt	nt
CC(=O)N1CCN(C(=O)CCc2nnc(CCCCc3ccccc3)o2)CC1
 : 3%	0%	12%	1%	-9%	-5%	2%	2%	-3%	-3%
CC(NS(=O)(=O)c1ccccc1)c1n[nH]c(=S)n1-c1ccccc1 (stereo unspecified)
 : -8%	2%	-26%	1%	-6%	0%	2%	1%	-6%	-1%
O=C1/C(=C/c2ccco2)SC(=S)N1C1CCS(=O)(=O)C1 (stereo unspecified)
 : -46%	?	23%	-10%	-18%	-9%	?	8%	-1%	-8%
COc1cccc(NC(=O)CN(C)CC(=O)NCC(=O)Nc2ccc(F)cc2)c1
 : -24%	18%	nt	nt	nt	-2%	nt	8%	nt	nt
NCCCCCc1nnc(SCc2cccc(Cl)c2)o1
 : -35%	-1%	5.6µM*	2%	17%	-1%	-3%	-3%	2.8µM*	3%
Cc1noc(C)c1CSc1nc2cc(S(=O)(=O)N3CCOCC3)ccc2o1
 : -4%	3%	11%	4%	-1%	-2%	-15%	-2%	14%	-3%
Cc1cccc(NC(=O)c2cc([N+](=O)[O-])ccc2NC2CCCCC2)c1
 : -54%	4%	10%	5%	0%	-2%	?	-1%	-7%	1%
CCN1C(=O)/C(=C2/C=Cc3ccccc3N2C)OC1=S
 : 64%	-4%	29%	?	2.5µM*	?	19%	15%	22%	3.5µM*
